RPL19A-GFP yeast: RPL19A-GFP expression modulators in yeast, primary screen, cell-based, S. cerevisiae, multiplex flow cytometry, MLPCN | actives 0.3% (n = 330,000) | S. cerevisiae RPL19A-GFP strain, 3 h; stronger effect = lower value | percent response vs DMSO, % at 10 µM | AID 2025, 2009;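 active = percent response vs DMSO below 50%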;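 also: median channel GFP fluorescence of the barcoded RPL19A-GFP strain; ratio of sample median GFP to plate DMSO average so 100% = DMSO; lower means less RPL19A-GFP as with rapamycin TOR inhibition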
AHR activator: AHR activators, primary screen, cell-based, luminescence, luciferase reporter, human | actives 2.5% (n = 320,000) | Aryl hydrocarbon receptor (Homo sapiens), P35869 | activation, % at 5 µM | AID 2796, 2010 | AHR-responsive luciferase reporter cells; in the data active = activation above about 47%;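 also: 0% = vehicle wells and 100% = reference agonist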
Target sequence (P35869 whole entry, looked up): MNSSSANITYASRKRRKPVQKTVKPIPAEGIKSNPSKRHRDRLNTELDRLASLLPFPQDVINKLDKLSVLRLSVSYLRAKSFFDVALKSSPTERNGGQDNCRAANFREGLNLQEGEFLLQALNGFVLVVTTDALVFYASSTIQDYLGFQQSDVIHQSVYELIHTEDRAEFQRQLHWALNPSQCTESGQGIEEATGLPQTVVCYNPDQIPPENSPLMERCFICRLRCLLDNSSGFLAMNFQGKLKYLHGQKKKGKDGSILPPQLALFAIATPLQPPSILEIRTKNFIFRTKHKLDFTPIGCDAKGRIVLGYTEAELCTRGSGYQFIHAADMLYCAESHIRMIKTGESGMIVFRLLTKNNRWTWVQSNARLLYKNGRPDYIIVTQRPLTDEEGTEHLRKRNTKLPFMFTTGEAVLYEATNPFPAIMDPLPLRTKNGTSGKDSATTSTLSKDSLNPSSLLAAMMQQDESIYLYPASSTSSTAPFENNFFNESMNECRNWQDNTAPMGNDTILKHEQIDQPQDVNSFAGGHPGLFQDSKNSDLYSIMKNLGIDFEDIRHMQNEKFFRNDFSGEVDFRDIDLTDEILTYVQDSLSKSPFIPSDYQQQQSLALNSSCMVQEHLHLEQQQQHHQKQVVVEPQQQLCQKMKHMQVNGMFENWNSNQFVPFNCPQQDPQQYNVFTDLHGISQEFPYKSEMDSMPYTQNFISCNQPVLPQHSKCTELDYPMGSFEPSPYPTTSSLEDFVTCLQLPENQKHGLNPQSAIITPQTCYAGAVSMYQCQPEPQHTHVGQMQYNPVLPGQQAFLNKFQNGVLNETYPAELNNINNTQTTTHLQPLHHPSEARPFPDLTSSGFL
CIT2-GFP yeast: modulators of CIT2-GFP expression in yeast, primary screen, S. cerevisiae, GFP fusion, multiplex flow cytometry, MLPCN library; S. cerevisiae CIT2-GFP strain, 3 h; 100 means same as DMSO wells; GFP response vs DMSO, % at 10 µM; actives 0.065% (n = 320,000); AID 2029, 2009;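 active = GFP response relative to DMSO above a set limit, near the screen mean plus 3 SD, cut at about 150% in these data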;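 also: ratio of well median GFP fluorescence to mean of DMSO wells on the plate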
MEP2 TOR yeast: modulators of MEP2-GFP levels in yeast, primary screen, S. cerevisiae, multiplex flow cytometry, MLPCN library. AID 2016, 2009. GFP response vs DMSO, % at 10 µM. actives 0.51% (n = 330,000). S. cerevisiae MEP2-GFP strain, 3 h; 100% = DMSO control level;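 active = GFP response versus DMSO above a set limit, roughly screen mean plus 3 SD, cut at about 180% in these data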;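 also: median GFP fluorescence of the barcode-gated MEP2-GFP cells per well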
AGP1-GFP MLPCN: modulators of AGP1-GFP expression in yeast TOR pathway, primary screen, cell-based, multiplex flow cytometry, S. cerevisiae, MLPCN library | actives 0.02% (n = 320,000) | 3 h; GFP as percent of DMSO wells | AID 2066, 2009 | GFP response vs DMSO, % at 10 µM;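 active = GFP response relative to DMSO above a set limit, near screen average plus 3 SD, cut at about 150% in these data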;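 also: median GFP channel fluorescence of the gated AGP1 strain per well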
CR mimetic SO: reduction of superoxide in aged yeast, primary screen, HTS; S. cerevisiae aged cells, superoxide DHE fluorescence; stronger effect = lower value; superoxide response (% of plate mean), % at 10 µM; actives 0.18% (n = 330,000); AID 2690, 2010;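 active = superoxide response under a set limit, about three screen SD below normal, cut at about 65% in these data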;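 also: yeast aged for seven days with compound at 30 °C before DHE staining; 100% = average MFI of all compound-treated wells on the plate with controls excluded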
Efflux pump inh: inhibitors of Candida efflux pumps in yeast, primary screen, S. cerevisiae, Nile Red, multiplex | actives 0.44% (n = 330,000) | AID 485275, 2010 | inhibition, % at 10 µM | S. cerevisiae Candida pump triplex;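 active = plate passing quality check with inhibition over a set limit, or well fluorescence over plate mean plus 4 SD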;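 also: Nile Red retained in pooled yeast measured as flow cytometry median fluorescence; 0% = buffer negative control and 100% = Enniatin B positive control; higher means more Nile Red kept so more efflux inhibition; some compounds called inactive have numbers as strong as hits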
LAP4 TOR yeast: modulators of LAP4-GFP expression in yeast, primary screen, S. cerevisiae, multiplex flow cytometry, MLPCN library. 3 h; median GFP as percent of DMSO wells. GFP response vs DMSO, % at 10 µM. actives 0.34% (n = 320,000). AID 2023, 2009;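 active = GFP response vs DMSO above a set limit, about the screen mean plus 3 SD, cut at about 150% in these data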
* marks the source's active call; other numbers are inactive results; / = not tested or not shown.

no. | mol | CR mimetic SO | MEP2 TOR yeast | LAP4 TOR yeast | AHR activator
1 | NC(=O)CC(NC(=O)c1ccccc1)c1ccc(NCCN2CCCCC2)c([N+](=O)[O-])c1 (configuration not stated) | 98 | 95 | 129 | 0
2 | Cc1ccc(C(=O)O)cc1NC(=O)Nc1cccc2ccccc12 | 113 | 108 | 101 | 6
3 | Cc1ccc(N=Cc2nc(-c3ccco3)oc2O)cc1 | 99 | 95 | 119 | 3
4 | O=c1[nH]c(=S)n(C2CCCCC2)c(O)c1C=NCCN1CCOCC1 | 115 | 102 | / | 1
5 | O=C(c1ccc(Cl)c([N+](=O)[O-])c1)N(Cc1ccco1)C1CCS(=O)(=O)C1 (configuration not stated) | 92 | 100 | 98 | 2
6 | CSc1cccc(NC(=O)COC(=O)C2CCN(S(=O)(=O)c3ccccc3)CC2)c1 | 84 | 97 | 100 | 0
7 | COCCN1C=C2C(=O)C(C)(OC(=O)CCC(=O)OC)C(=O)C(Br)=C2C=C1c1ccc(OC)cc1 (configuration not stated) | 109 | 92 | 120 | 0
8 | C#CCOCCOCCOCCNc1nc(N2CCN(C(=O)CCCCCCCCCCNC(=O)[C@@H](CCC(=O)O)n3cc(CCCCCN)nn3)CC2)nc(N2CCN(C(=O)CCCCCCCCCCNC(=O)[C@H](CO)n3cc(CCCCCN)nn3)CC2)n1 | 101 | 95 | 138 | 3
9 | C=CC(C)(O)CCCC(C)CCCC(C)CCCC(C)C (configuration not stated) | 95 | 94 | 92 | -3
10 | CSc1nnc(N2C(=O)C(O)=C(C(=O)c3ccc(C)o3)C2c2ccc(C)cc2)s1 (configuration not stated) | 103 | 105 | 103 | 9
11 | O=C(COc1ccc2oc(-c3ccccc3)cc(=O)c2c1)NCc1ccco1 | 94 | 102 | 100 | -3
12 | CCN1C(=O)[C@H]2[C@@H](c3ccc(C)cc3)N3C(=O)N(c4ccc(C)cc4)C(=O)[C@@]3(Cc3ccc(Cl)cc3)[C@H]2C1=O | 94 | 94 | 119 | 7

no. | CIT2-GFP yeast | RPL19A-GFP yeast | AGP1-GFP MLPCN | Efflux pump inh
1 | 101 | 97 | 90 | -0.1
2 | 103 | 96 | 104 | 0.1
3 | 92 | 91 | 91 | -0.1
4 | / | 100 | / | -0.1
5 | 98 | 102 | 97 | 0.0
6 | 94 | 94 | 95 | -0.1
7 | 64 | 93 | 73 | 0.0
8 | 88 | 93 | 88 | 0.2
9 | 88 | 98 | 94 | 0.2
10 | 93 | 97 | 89 | 0.5
11 | 94 | 97 | 92 | 0.4
12 | 79 | 98 | 83 | 0.1

More structures
no. | mol | CR mimetic SO | MEP2 TOR yeast | LAP4 TOR yeast | AHR activator
13 | O=C(N/N=C/c1cccc2ccccc12)c1cc(C2CC2)[nH]n1 | 86 | 97 | 98 | 35
14 | Cc1ccc(S(=O)(=O)/N=C(/Nc2ccc([N+](=O)[O-])cc2[N+](=O)[O-])c2ccccc2)cc1 | 130 | 118 | 114 | -3
15 | CCOC(=O)C1CCCN(CCC(=O)Nc2ccccc2)C1 (configuration not stated) | 79 | 94 | 93 | -2
16 | Cc1ccc(CN(C(=O)COc2ccc(Br)cc2)C2CCS(=O)(=O)C2)o1 (configuration not stated) | 119 | 100 | 94 | 2
17 | Cc1cccc(NC(=O)CNC(=O)COC(=O)c2ccco2)c1C | 102 | 85 | 73 | 2
18 | CC1CCCC(C)N1CCCNC(=O)c1csc2c1CCCCC2 (configuration not stated) | 147 | 96 | 120 | 2
19 | COc1ccc(CNC(=O)CN2C(=O)CC(c3ccccc3)=Nc3ccccc32)cc1 | 97 | 101 | 99 | 1
20 | Cn1c(N)c(C(=O)COC(=O)CNS(=O)(=O)c2ccc(Cl)c(Cl)c2)c(=O)n(C)c1=O | 89 | 99 | 101 | 0
21 | COc1ccc(C(c2c(N)[nH]c(=S)[nH]c2=O)c2c(N)[nH]c(=S)[nH]c2=O)cc1 | 108 | 97 | 105 | 0
22 | Cc1ccc(C(=O)CSc2nnc(COc3ccc(C#N)cc3)n2-c2ccccc2)cc1 | 101 | 100 | 100 | 1
23 | NC(=S)NNc1cccc2cccnc12 | 85 | 111 | 116 | 24
24 | CC1CCC2(CC1)NC(=O)N(NC(=O)c1cc3ccccc3o1)C2=O (configuration not stated) | 85 | 92 | 90 | -2

no. | CIT2-GFP yeast | RPL19A-GFP yeast | AGP1-GFP MLPCN | Efflux pump inh
13 | 102 | 98 | 98 | 0.1
14 | 109 | 106 | 110 | -0.1
15 | 98 | 96 | 98 | -0.2
16 | 97 | 100 | 101 | -0.2
17 | 81 | 84 | 80 | -0.2
18 | 82 | 93 | 93 | 0.1
19 | 100 | 99 | 102 | -0.1
20 | 106 | 103 | 105 | -0.2
21 | 94 | 93 | 96 | -0.1
22 | 90 | 101 | 107 | -0.1
23 | 113 | 97 | 121 | 0.0
24 | 92 | 94 | 94 | -0.1

(next part)
no. | mol | CR mimetic SO | MEP2 TOR yeast | LAP4 TOR yeast | AHR activator
25 | NC(=O)c1cc([N+](=O)[O-])ccc1NCc1cccnc1 | 91 | 103 | 97 | 16
26 | COC(=O)[C@H]1[C@H]2C[C@@H]3c4[nH]c5cc(OC)ccc5c4CCN3C[C@H]2C[C@@H](OC(=O)c2ccc(N)cc2)[C@@H]1OC | 101 | 101 | 113 | 19
27 | CN1CCC(=NNC(=O)c2cc(-c3ccc(Cl)cc3)n[nH]2)CC1 | 85 | 102 | 107 | 14
28 | COC(=O)c1ccc2c(=O)n(CC3CCCO3)c(SCC(=O)Nc3ccccc3Cl)nc2c1 (configuration not stated) | 105 | 97 | 96 | -1
29 | Cc1ccc(S(=O)(=O)N2CCCCC2CCNC(=O)C(=O)NCc2ccccc2C)cc1 (configuration not stated) | 104 | 103 | 106 | -1
30 | CC1CCN(S(=O)(=O)c2ccc(C(=O)Nc3nnc(-c4ccco4)o3)cc2)CC1 | 109 | 97 | 103 | 1
31 | Cc1ccc(C2=NN(C(=O)CCC(=O)O)C(c3cn(-c4ccccc4)nc3-c3ccc(C)cc3)C2)cc1 (configuration not stated) | 100 | 107 | 91 | -1
32 | NS(=O)(=O)c1ccc(CCNC(=O)CN2CCN(S(=O)(=O)c3ccccc3F)CC2)cc1 | 85 | 111 | 116 | -2
33 | C=CCn1c(O)c(N=NC(=O)CNC(=O)/C=C/c2ccc(OC)cc2)c2ccccc21 | 101 | 101 | 106 | 13
34 | Cn1c(=N)n(CC(=O)c2ccccc2)c2ccccc21 | 101 | 100 | 104 | 40
35 | O=C(CN1CCN(c2ccccc2)CC1)N1CCc2ccccc21 | 106 | 96 | 87 | -3
36 | CCOc1ccc(C(=O)Nc2ccc(N3CCCC3)cc2)cc1 | 94 | 105 | 105 | -2

no. | CIT2-GFP yeast | RPL19A-GFP yeast | AGP1-GFP MLPCN | Efflux pump inh
25 | 106 | 99 | 102 | 0.7
26 | 104 | 109 | 94 | 0.0
27 | 100 | 100 | 107 | 0.1
28 | 88 | 94 | 92 | 0.0
29 | 94 | 98 | 99 | 0.1
30 | 90 | 98 | 99 | -0.1
31 | 104 | 104 | 103 | 0.2
32 | 106 | 105 | 114 | 0.1
33 | 108 | 100 | 102 | 0.0
34 | 97 | 97 | 98 | -0.1
35 | 96 | 98 | 94 | 0.1
36 | 103 | 102 | 100 | 0.0

The list continues:
no. | mol | CR mimetic SO | MEP2 TOR yeast | LAP4 TOR yeast | AHR activator
37 | C=CCn1c(O)c(C2=c3ccccc3=NC2=O)c2ccccc21 | 108 | 84 | 132 | 31
38 | CCCCOc1ccc(-c2nnn(CC(=O)NCCc3c[nH]c4ccccc34)n2)cc1 | 113 | 99 | 99 | 3
39 | COc1ccc(-n2c(CNc3ccc(C)cc3)nnc2SCC(=O)Nc2nc(-c3ccccc3)cs2)cc1 | 109 | 98 | 106 | -1
40 | CCS(=O)(=O)N1CCc2nc(-c3ccccc3)sc2C1 | 46* | 106 | 95 | -4
41 | O=C(NCCc1ccccc1)C1CCC(=O)N(Cc2ccc(Cl)cc2)C1 (configuration not stated) | 97 | 106 | 106 | 1
42 | CN1CCN(CCCNC(=O)c2ccc(Cn3c(=S)[nH]c4ccc(Br)cc4c3=O)cc2)CC1 | 76 | 111 | 112 | 2
43 | Cc1nc(S(=O)(=O)c2ccc(Cl)cc2)c(N(C)C)o1 | 85 | 92 | 95 | 4
44 | O=C(COc1ccc(Cl)cc1Cl)NCCCNC(=O)c1cnccn1 | 100 | 103 | 94 | 2
45 | COc1ccc(/C=N/NC(=O)C(C)Sc2ccccn2)cc1[N+](=O)[O-] (configuration not stated) | 99 | 104 | 109 | 9
46 | C=CCNS(=O)(=O)c1ccc2c(c1)n(C)c(=O)n2C | 92 | 94 | 93 | 1
47 | O=C(CC1(O)C(=O)Nc2cc(Cl)cc(Cl)c21)c1ccncc1 (configuration not stated) | 107 | 102 | 106 | -1
48 | CC1CCCCC1NCC(=O)Nc1ccccc1-c1ccccc1 (configuration not stated) | 92 | 100 | 98 | 1
49 | Cc1nc2ccc(Nc3ccncc3)cc2s1 | 94 | 104 | 108 | 18
50 | Cc1c(NS(=O)(=O)c2cccc(C(=O)O)c2)c(=O)n(-c2ccccc2)n1C | 88 | 99 | 96 | 1

no. | CIT2-GFP yeast | RPL19A-GFP yeast | AGP1-GFP MLPCN | Efflux pump inh
37 | 97 | 88 | 77 | -0.1
38 | 104 | 97 | 95 | 0.0
39 | 106 | 105 | 106 | -0.3
40 | 97 | 102 | 89 | 0.3
41 | 103 | 104 | 102 | 0.0
42 | 117 | 110 | 111 | -0.1
43 | 107 | 99 | 99 | -0.2
44 | 105 | 102 | 100 | -0.1
45 | 96 | 101 | 110 | 0.1
46 | 92 | 91 | 94 | 0.1
47 | 99 | 99 | 102 | -0.1
48 | 92 | 97 | 104 | -0.1
49 | 94 | 99 | 102 | -0.1
50 | 98 | 94 | 100 | 0.0
